# FBW7 activator: FBW7 E3 ligase activators, primary screen, biochemical, AlphaScreen, human | AlphaScreen FBW7–phospho-cyclin E peptide binding, activator screen | normalized activity (activation), % at 26.1 µM | 650,000 tested, 0.13% active; in the data active = normalized activity above about 1.9%;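 note: purified mutant Fbw7 with reduced substrate affinity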
# GPR151 ag: activators of human GPR151, primary screen, cell-based, PathHunter beta-arrestin, luminescence; G-protein coupled receptor 151 (Homo sapiens), Q8TDV0; PathHunter beta-arrestin GPR151 cells; activation, % at 11.2 µM; 650,000 tested, 1% active; AID 1508602, 2020; in the data active = activation above about 4.9%;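 note: 0% = median of compound wells and 100% = cells with positive control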
# Target sequence (Q8TDV0 whole entry, looked up): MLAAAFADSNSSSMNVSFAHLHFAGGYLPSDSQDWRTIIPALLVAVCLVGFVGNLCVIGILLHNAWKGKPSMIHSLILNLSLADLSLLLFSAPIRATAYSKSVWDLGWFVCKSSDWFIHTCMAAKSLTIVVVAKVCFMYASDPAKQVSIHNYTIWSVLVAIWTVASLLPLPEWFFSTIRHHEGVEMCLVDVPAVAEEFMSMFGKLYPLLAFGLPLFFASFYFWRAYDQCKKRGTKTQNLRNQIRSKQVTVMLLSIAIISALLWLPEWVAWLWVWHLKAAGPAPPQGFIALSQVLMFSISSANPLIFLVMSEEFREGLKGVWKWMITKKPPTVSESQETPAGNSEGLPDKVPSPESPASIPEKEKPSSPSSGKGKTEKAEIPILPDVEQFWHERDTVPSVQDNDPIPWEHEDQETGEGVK
# TEAD-YAP inh: TEAD-YAP interaction inhibition, primary screen, TEAD-YAP interaction inhibitor project, luminescence, HEK-TIYL cells; TEAD-Gal4/YAP UAS-luciferase luminescence; inhibition, % at 9.12 µM; 640,000 tested, 1.4% active; AID 1259422, 2018; in the data active = inhibition above about 32%;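 note: 0% = median of test compound wells and 100% = reference inhibitor wells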
# MITF primary: MITF inhibitors, primary screen, biochemical, AlphaScreen, human; Microphthalmia-associated transcription factor (Homo sapiens), O75030; 650,000 tested, 0.91% active; inhibition, % at 2.6 µM; AID 1259374, 2018; AlphaScreen MITF homodimerization, bead proximity signal; in the data active = inhibition above about 50%;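 note: 0% = vehicle wells with protein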
# Target sequence (O75030 whole entry, looked up): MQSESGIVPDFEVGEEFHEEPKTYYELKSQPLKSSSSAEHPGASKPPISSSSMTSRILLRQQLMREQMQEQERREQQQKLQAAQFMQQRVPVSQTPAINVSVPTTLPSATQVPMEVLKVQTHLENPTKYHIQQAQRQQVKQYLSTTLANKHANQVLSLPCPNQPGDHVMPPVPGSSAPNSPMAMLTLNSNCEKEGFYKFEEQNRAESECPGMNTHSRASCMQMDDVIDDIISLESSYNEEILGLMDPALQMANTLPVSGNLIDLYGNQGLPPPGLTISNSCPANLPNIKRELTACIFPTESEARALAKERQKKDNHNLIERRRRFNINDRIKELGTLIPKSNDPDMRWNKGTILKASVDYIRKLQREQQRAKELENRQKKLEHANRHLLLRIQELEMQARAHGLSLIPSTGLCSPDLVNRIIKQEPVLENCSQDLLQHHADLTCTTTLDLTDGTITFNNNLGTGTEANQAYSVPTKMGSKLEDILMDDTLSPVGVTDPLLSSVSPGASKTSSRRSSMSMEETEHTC
# Starred values were filed as active, the others as inactive.
SMILES,FBW7 activator,GPR151 ag,TEAD-YAP inh,MITF primary
Cn1c(Nc2cc(C(=O)NCCN3CCOCC3)ccn2)nc2ccccc21,0.0,2.0,1,20
FC(F)(F)c1cccc(-n2cc(-c3ccccc3)c3c(N4CCCCCC4)ncnc32)c1,0.0,-1.1,1,2
CC1N(C)c2ccc(S(=O)(=O)O)cc2C1(C)C (stereo not drawn),-0.1,0.4,-2,-5
COC(=O)c1ccc(CN(C)CCN(C)C)cc1,1.1,-1.0,-4,5
CC(=O)Oc1ccc(C(=O)Nc2ccc3nc(-c4ccc(Cl)cc4)oc3c2)cc1,-0.2,-0.2,0,-2
CCC(Oc1ccccc1)C(=O)Nc1ccc(C#N)cc1 (stereo not drawn),0.4,-1.5,9,10
O=C(CN1CCN(c2nc(-c3ccc(F)cc3)cs2)CC1)Nc1ccc2c(c1)OCO2,0.4,-1.8,15,20
CCOC(=O)C1(C(F)(F)F)N=C2C=CC(Cl)=CN2C(c2ccccc2)=N1 (stereo not drawn),0.0,-0.1,16,7
Cc1cc(=O)n2nc(N(C)CC(=O)NCCC3=CCCCC3)sc2n1,-0.1,-0.1,-9,10
CN1CCN(c2nc3c(c(=O)[nH]c(=O)n3C)n2CCO)CC1,0.0,1.2,5,0
Cc1csc(SCC(=O)c2c(C)[nH]c3ccccc23)n1,0.0,-0.1,0,-6
CNC(=O)CSc1nnc(-c2ccccc2O)n1C,-0.1,-1.6,-1,-7
Cc1cccn2cc(-c3cccc(NC(=O)c4ccccc4)c3)nc12,0.1,0.7,-28,-17
COCCCn1c(SCC(N)=O)nnc1-c1ccoc1C,0.0,-0.7,-7,5
COc1ccc(-c2c(C(F)(F)F)oc3c(CN4CCCCC4C)c(O)ccc3c2=O)cc1OC (stereo not drawn),0.0,0.0,6,-6
CC(=O)Oc1cccc(N2C(=O)c3ccc(Oc4ccc(N)cc4)cc3C2=O)c1,-0.5,-1.1,11,7
CN1C(C(=O)N2CCCCCC2)=CC(c2cccs2)=NS1(=O)=O,0.0,3.6,2,1
O=C(NC(=S)Nc1nc(-c2ccccc2)cs1)c1ccc(Cl)cc1,0.0,-0.3,4,9
COc1ccc(-c2csc(NCCc3ccccc3)n2)cc1OC,-0.1,0.9,-34,7
S=C(NCc1ccco1)N1CCN(CCc2ccccc2)CC1,-0.1,-1.2,2,-2
COC(=O)c1ccc(/C=C/C(O)=C2/C(=O)N(C)C3(C)CC2c2cc(Cl)ccc2O3)cc1 (stereo not drawn),0.1,0.6,-15,6
Cc1cc2c(s1)c1cnn(CC(=O)N(C)C)c(=O)c1n2C,-0.1,-0.1,9,3
CCOc1ccccc1NC(=O)Cn1c(=O)n(Cc2ccco2)c(=O)c2cccnc21,0.6,-2.5,14,1
O=C1/C(=C/c2ccccc2)SC(=S)N1CN1CCOCC1,-0.1,4.5,-5,8
CC(C)(CO)NC(=O)C1CC(c2c(F)cccc2Cl)=NO1 (stereo not drawn),0.1,-0.8,2,4

# Next section:
SMILES,FBW7 activator,GPR151 ag,TEAD-YAP inh,MITF primary
Cc1ccc(/C=N\NC(=O)c2cnccn2)cc1,-0.1,-1.3,-49,-2
CCN(CC(=O)NC)S(=O)(=O)c1ccc2ccccc2c1,-0.2,0.6,0,6
Oc1ccc(CCNc2ccnc(Nc3nccc4ccccc34)n2)cc1,0.0,-0.1,-5,18
COc1ccc2c(c1)CC/C(=C/c1ccccn1)C2=O,0.2,1.4,-50,-12
CSCCNCc1ccccc1OCC(O)CN1CCc2ccccc2C1 (stereo not drawn),0.0,1.1,4,-6
Cc1ccc(C(=O)Nc2cccc(C(=O)O)c2)o1,-0.1,-10,-50,3
Cn1c(=O)oc2cc(S(=O)(=O)NCCC(=O)NCc3ccccc3Cl)ccc21,0.4,0.6,11,15
CCOC(=O)c1sc2ncnc(Nc3cc(C)cc(C)c3)c2c1C,0.0,-0.6,-2,8
CCCC1=Nc2cc(C(=O)NCCN3CCOCC3)ccc2Sc2ccccc21,0.0,0.7,1,5
CCCCOc1ccc(C(=O)NCc2n[nH]c(=S)n2-c2cccc(C)c2)cc1,-0.1,0.0,-3,-3
Cc1ccc(-c2c[n+]3ccccc3n2-c2ccccc2)cc1,-0.1,0.5,80*,-9
CC(C)(C)C1CCC(C(=O)OCC(=O)NC2CC2)CC1 (stereo not drawn),0.1,1.4,10,3
Cc1nc(NCCC(=O)O)c2oc3ccccc3c2n1,-0.1,-0.2,2,-3
COCCNC(=O)c1ccc(SC)cc1OC,0.0,0.5,-1,10
O=S(=O)(Nc1ncccn1)c1ccc(Cl)cc1,0.3,-0.2,-1,12
O=C1Nc2cc(C(=O)N3CCN(Cc4ccc5c(c4)OCO5)CC3)ccc2NC1CS(=O)(=O)Cc1ccc(F)cc1 (stereo not drawn),0.1,1.5,22,1
Cc1nn(C)c(C)c1-c1nc2ccc(C(=O)NCCO)cc2s1,0.1,1.7,-31,13
Cc1ccc(C)c(S(=O)(=O)NC(CCC(N)=O)C(=O)O)c1 (stereo not drawn),-0.1,0.8,6,-4
CCCn1cc(NC(=O)Nc2cccc(C)c2)cn1,-0.1,-3.2,-26,-14
O=C(Cn1cc(C(=O)COc2ccccc2)c2ccccc21)NCc1ccc2c(c1)OCO2,0.1,0.4,8,-2
CC1CCCN(C(=O)CN(C)S(=O)(=O)c2cccc3nsnc23)C1 (stereo not drawn),0.1,1.0,2,-8
Cc1ccc(C)c(N2C(=O)C3C4C=CC(C5CC45)C3C2=O)c1 (stereo not drawn),0.0,-0.5,9,7
COc1ccc(/C=C(/NC(=O)c2ccc(Cl)cc2)C(=O)Nc2cc(Cl)ccc2Cl)cc1OC,0.0,1.7,2,0
CCN1C(=C(C=O)C=O)Sc2ccccc21,0.0,-0.7,0,-1
CC(=O)Nc1ccc(Nc2nc(Nc3ccc(C(F)(F)F)cc3)ncc2C)cc1,-0.1,-1.2,8,-1

# Quoted at random: 5 entries already listed.
SMILES,FBW7 activator,GPR151 ag,TEAD-YAP inh,MITF primary
Cc1nc(NCCC(=O)O)c2oc3ccccc3c2n1,-0.1,-0.2,2,-3
CC(=O)Nc1ccc(Nc2nc(Nc3ccc(C(F)(F)F)cc3)ncc2C)cc1,-0.1,-1.2,8,-1
Cn1c(=O)oc2cc(S(=O)(=O)NCCC(=O)NCc3ccccc3Cl)ccc21,0.4,0.6,11,15
Cc1nn(C)c(C)c1-c1nc2ccc(C(=O)NCCO)cc2s1,0.1,1.7,-31,13
Cc1ccc(/C=N\NC(=O)c2cnccn2)cc1,-0.1,-1.3,-49,-2

# Further compounds
SMILES,FBW7 activator,GPR151 ag,TEAD-YAP inh,MITF primary
COc1ccc(C)cc1S(=O)(=O)N(CC(N)=O)c1cccc(C)c1,0.5,0.8,3,-4
O=C(Nc1ccc(O)cc1)c1ccccc1Cl,0.1,-0.9,52*,0
CCOC(=O)c1c(NC(=S)SC)sc2c1CCCC2,0.1,-0.5,3,16
CC1CC(C)CN(CCC(=O)Nc2ccc(Br)cc2)C1 (stereo not drawn),-0.1,0.9,5,12
CN1CCN(/C(=N/S(=O)(=O)c2ccc(F)cc2)c2ccccc2)CC1,-0.1,1.3,-5,2
O=c1nc2s/c(=C\c3ccco3)c(=O)n2nc1Cc1ccc(F)cc1,-1.8,0.5,2,70*
COc1ccc(C(O)c2nc3ccccc3n2Cc2ccccc2)cc1 (stereo not drawn),0.0,3.3,2,26
CCC(=O)Nc1nnc(SCC(=O)Nc2ccccc2)s1,0.0,2.6,3,3
COc1ccc(Br)cc1Cc1nc(C)cc(Cl)n1,0.0,0.1,4,8
CC1Cc2nc(SCC(=O)NCC3CCCO3)n(CCc3ccccc3)c(=O)c2S1 (stereo not drawn),0.0,0.2,2,8
CCc1n[nH]c(=O)c2cc3sc(Cl)cc3n12,-0.2,-0.5,-4,-1
COc1cc(C2C(=O)N(C3CCC(C)CC3)CC(=O)N2Cc2ccc(F)cc2)ccc1OC(C)C (stereo not drawn),0.0,-2.2,6,0
Cc1ccc(-n2c3c(cc(C(=O)NC(C)(C)C)c2=O)C(=O)CCC3)cc1,-0.1,0.0,0,-5
O=C1C(=O)N(CCCn2ccnc2)C(c2ccco2)/C1=C(/O)c1ccccc1 (stereo not drawn),-0.1,-2.0,8,-1
N#Cc1ccc(-c2csc(NC(=O)/C=C/c3cccs3)n2)cc1,0.1,0.0,14,15
COCCNS(=O)(=O)c1ccc(F)c(Cl)c1,0.3,-0.3,3,16
COc1ccc(CN(C)C2CCN(C)CC2)c(OC)c1,0.0,0.1,7,29
Cc1c(Cl)cccc1S(=O)(=O)NC(C)c1nc(-c2ccncc2)n[nH]1 (stereo not drawn),0.1,3.2,8,5
COC(=O)C1=C(C)NC(=O)CC1c1cc(OC)c(OC)c(OC)c1Br (stereo not drawn),-0.2,-0.3,-12,-4
CCC(=O)N1CCN(c2ccc(N)cc2)CC1,-0.6,0.4,0,12
Cc1ccc(-n2c(C)c3c(C)nnc(C)c3c2C)cc1N,0.1,5.3*,-5,-4
Cc1ccc(NC(=O)Nc2ccc3c(c2)OCO3)cc1Cl,-0.1,1.0,-57,1
O=C(C1CCCN1S(=O)(=O)c1cccs1)N1CCN(c2nc3ccccc3s2)CC1 (stereo not drawn),0.2,-1.1,22,-14
CN1c2ncccc2C(=O)NC12CCN(Cc1ccccc1)CC2,0.8,-0.5,8,14
C=CCSc1nc(-c2cccs2)cc(C(F)(F)F)c1C#N,0.1,0.7,7,4

# By substructure, those above with an NH in an aromatic ring
SMILES,FBW7 activator,GPR151 ag,TEAD-YAP inh,MITF primary
CN1CCN(c2nc3c(c(=O)[nH]c(=O)n3C)n2CCO)CC1,0.0,1.2,5,0
Cc1csc(SCC(=O)c2c(C)[nH]c3ccccc23)n1,0.0,-0.1,0,-6
CCCCOc1ccc(C(=O)NCc2n[nH]c(=S)n2-c2cccc(C)c2)cc1,-0.1,0.0,-3,-3
CCc1n[nH]c(=O)c2cc3sc(Cl)cc3n12,-0.2,-0.5,-4,-1
Cc1c(Cl)cccc1S(=O)(=O)NC(C)c1nc(-c2ccncc2)n[nH]1 (stereo not drawn),0.1,3.2,8,5

# Next section.
SMILES,FBW7 activator,GPR151 ag,TEAD-YAP inh,MITF primary
CN(CCO)S(=O)(=O)c1ccc2c(c1)Cc1cc(S(=O)(=O)N(C)CCO)ccc1-2,0.0,0.7,4,3
O=S(=O)(c1ccc(Br)cc1)n1c(Cc2ccccc2)nc2ccccc21,0.1,-0.4,-12,2
CCOc1ccc(C(=O)N2CCN(c3ccc([N+](=O)[O-])cc3Cl)CC2)cc1Br,-0.1,-0.7,-6,10
Cc1ccc(S(=O)(=O)NCCOc2ccccc2Cl)cc1,-0.1,1.1,-2,11
Cc1csc2nc(CCNS(=O)(=O)c3cccs3)cn12,-0.1,-0.7,-54,7
CCOc1ccc(C(=O)Nc2ccc3oc(-c4ccc(OC)cc4)nc3c2)cc1Cl,-0.2,0.7,-3,-1
O=S(=O)(N/N=C/c1cccc(Cl)c1Cl)c1ccccc1,-0.1,0.2,1,1
COc1ccc(C2C(C(N)=O)=C(C)Nc3nc(-c4cccc(Cl)c4)nn32)cc1 (stereo not drawn),0.1,1.7,-6,-8
Cc1ccc(Cn2c(SCc3cc(=O)n4ccccc4n3)nc3ccsc3c2=O)cc1,0.4,2.5,4,17
Cc1cccc(-n2c(C)cn3c4c(=O)n(CC(N)=O)c(=O)n(C)c4nc23)c1,0.1,1.7,7,4
O=C(NCC1CCCO1)C1CCC(Cn2c(SCc3ccccc3F)nc3ccccc3c2=O)CC1 (stereo not drawn),-0.1,-0.6,7,2
CCOc1ccccc1N1C(=O)CC(Nc2ccc(CC)cc2)C1=O (stereo not drawn),0.5,-0.5,-9,11
Cc1c(OS(C)(=O)=O)ccc2c(-c3ccccc3)cc(=O)oc12,0.0,-0.4,-13,10
CCOC(=O)c1cccc(NC(=O)C2(S(=O)(=O)c3ccc(Cl)cc3)CC2)c1,0.0,0.3,5,7
Cc1ccccc1N(Cc1ccccc1F)S(C)(=O)=O,0.1,2.0,7,6
COC(=O)c1ccc(C(=O)Nc2nc3c(C)cc([N+](=O)[O-])cc3s2)cc1,-0.1,3.2,-15,-6
N#Cc1ccccc1OCC(=O)OCC(=O)Nc1ncc(C(F)(F)F)cc1Cl,-0.1,3.0,-2,-10
O=C(CCc1nnc(Cc2c[nH]c3ccccc23)o1)NC1CCc2ccccc21 (stereo not drawn),0.4,2.2,-1,-3

# One compound at a time, from the list above:
# `O=S(=O)(N/N=C/c1cccc(Cl)c1Cl)c1ccccc1` in the list: FBW7 activator = -0.1; GPR151 ag = 0.2; TEAD-YAP inh = 1; MITF primary = 1
# `COC(=O)c1ccc(C(=O)Nc2nc3c(C)cc([N+](=O)[O-])cc3s2)cc1` in the list: FBW7 activator = -0.1; GPR151 ag = 3.2; TEAD-YAP inh = -15; MITF primary = -6
# `Cc1ccc(S(=O)(=O)NCCOc2ccccc2Cl)cc1` in the list: FBW7 activator = -0.1; GPR151 ag = 1.1; TEAD-YAP inh = -2; MITF primary = 11
